Source: PubChem BioAssay (Broad Institute)
TcdB inh = TcdB glycohydrolase inhibition; P18177; TcdB glycohydrolase enzymatic assay, plate reader; inhibition, % at 9.99 µM; 0.24% of 350,000 active; AID 652162; in the data active means inhibition above about 10%
An asterisk follows results filed as active. The list is partial. The share of hits here may be higher or lower than overall.

canonical_smiles,TcdB inh
C[C@@H]1CN([C@@H](C)CO)C(=O)Cc2cc(NC(=O)Nc3ccc4c(c3)OCO4)ccc2O[C@@H]1CN(C)C,0.7
Cc1noc(C)c1NC(=O)N(C)C[C@H]1Oc2ccc(NS(=O)(=O)c3c(C)noc3C)cc2CC(=O)N([C@H](C)CO)C[C@H]1C,0.5
Cc1ccccc1-c1cnc2c(c1)C(=O)N([C@H](C)CO)C[C@H](C)[C@H](CN(C)C(=O)c1ccccc1)O2,-0.4
Cc1ccc(S(=O)(=O)Nc2ccc3c(c2)C(=O)N([C@H](C)CO)C[C@@H](C)[C@@H](CN(C)C(=O)NC2CCCCC2)O3)cc1,1.6
C[C@@H]1CN([C@@H](C)CO)S(=O)(=O)c2ccc(C#Cc3ccccc3)cc2O[C@H]1CN(C)C(=O)Cc1ccccn1,1.4
CCNC(=O)C[C@H]1CC[C@@H]2[C@H](COC[C@@H](O)CN2C(=O)Nc2ccc(Cl)c(Cl)c2)O1,1.4
C[C@@H]1CN([C@H](C)CO)C(=O)c2cc(NC(=O)CCC(F)(F)F)ccc2O[C@@H](C)CCCCO[C@@H]1CN(C)S(=O)(=O)c1ccc(F)cc1,-1.5
CO[C@H]1CN(C)C(=O)c2cc(NS(C)(=O)=O)ccc2OC[C@H](C)N(CC2CCOCC2)C[C@@H]1C,-1.8
CS(=O)(=O)Nc1ccc2c(c1)[C@H]1C[C@H](CC(=O)NCc3ccc(Cl)cc3)O[C@H](CO)[C@H]1O2,-0.1
Cc1noc(C)c1S(=O)(=O)N(C)C[C@@H]1OCCCC[C@H](C)Oc2ccc(NS(C)(=O)=O)cc2C(=O)N([C@@H](C)CO)C[C@H]1C,-1.1
CN1[C@@H]2c3ccc(/C=C/c4ccccc4)c(=O)n3C[C@@H]2[C@@H](CO)[C@@H]1C(=O)Nc1nccs1,-0.1
O=C1O[C@H](c2ccccc2)[C@H](c2ccccc2)N2[C@H]1[C@@H](C(=O)N1CCCCCCC1)[C@]1(C(=O)Nc3ccc(C#CC4=CCCCC4)cc31)[C@H]2c1ccccc1OCCO,-0.5
C[C@@H]1CCCCO[C@@H](CN(C)Cc2ccc(C(=O)O)cc2)[C@@H](C)CN([C@H](C)CO)C(=O)c2cc(NC(=O)C3CCCCC3)ccc2O1,0.6
C[C@@H]1CCCCO[C@@H](CN(C)S(C)(=O)=O)[C@@H](C)CN([C@H](C)CO)C(=O)c2cc(NC(=O)Nc3ccc(C(F)(F)F)cc3)ccc2O1,-0.8
C[C@@H]1CCCCO[C@H](CN(C)S(=O)(=O)c2ccccc2)[C@H](C)CN([C@H](C)CO)C(=O)c2cc(NC(=O)Nc3ccccc3)ccc2O1,0.2
C[C@H]1CN([C@@H](C)CO)C(=O)c2cccc(NC(=O)Nc3ccc(F)cc3)c2O[C@@H]1CN(C)S(=O)(=O)c1ccccc1,2.5
Cn1cnc(S(=O)(=O)N2CCCCN3[C@@H](CO)[C@@H](c4ccc(C#CC5CC5)cc4)[C@@H]3C2)c1,-1.8
O=C(Nc1ccc(F)cc1)N1CCCCN2[C@@H](CO)[C@@H](c3ccc(C#Cc4ccccc4)cc3)[C@@H]2C1,-0.2
CCC(=O)Nc1ccc2c(c1)OC[C@@H](C)N(C(=O)C1CC1)C[C@@H](C)[C@@H](OC)CN(C)C2=O,0.0
COc1ccc(C(C(=O)NCc2ccccc2)n2c(=O)c(-c3ccccc3)nc3ccccc32)cc1 (configuration not stated),-0.6
O=C(CN1CCOCC1)N1CC(=O)N2[C@@H](CO)[C@H](c3ccc(-c4cccc(F)c4)cc3)[C@@H]2C1,1.8
COc1ccc(S(=O)(=O)N(C)C[C@H]2Oc3ccc(NS(=O)(=O)c4cccs4)cc3C(=O)N([C@@H](C)CO)C[C@H]2C)cc1,-0.4
CC(C)C#Cc1cnc2c(c1)C(=O)N([C@H](C)CO)C[C@H](C)[C@@H](CN(C)C(=O)Cc1ccncc1)O2,-0.9
COc1ccc(S(=O)(=O)N(C)C[C@@H]2OCc3ccccc3-c3c(n(C)c4ccccc34)C(=O)N([C@H](C)CO)C[C@H]2C)cc1,-1.5
COCc1cn(CC[C@@H]2CC[C@@H](NC(=O)c3ccccc3)[C@@H](CO)O2)nn1,-0.3
C[C@@H]1CN([C@@H](C)CO)C(=O)c2cc(NC(=O)Cc3cn(C)c4ccccc34)ccc2O[C@H]1CN(C)Cc1ccc(C(F)(F)F)cc1,-0.4
C[C@@H]1CN([C@@H](C)CO)C(=O)c2cc(NS(C)(=O)=O)ccc2O[C@@H](C)CCCCO[C@@H]1CN(C)S(=O)(=O)c1ccc(Cl)cc1,-0.6
O=C(C[C@@H]1CC[C@H]2[C@@H](COC[C@H](O)CN2C(=O)Nc2ccc(Cl)c(Cl)c2)O1)NC1CCC1,0.9
Cc1noc(C)c1S(=O)(=O)Nc1ccc2c(c1)CC(=O)N([C@H](C)CO)C[C@@H](C)[C@H](CN(C)Cc1ccc(C(=O)Nc3ccccc3N)cc1)O2,-0.7
Cc1nn(C)cc1NC(=O)C[C@H]1CC[C@@H]2[C@H](COc3ccc(NC(=O)NC(C)C)cc3C(=O)N2C)O1,-1.8
C[C@@H]1CN([C@H](C)CO)C(=O)c2cc(/C=C/c3ccccc3)cnc2O[C@@H]1CN(C)Cc1cccc(C(=O)O)c1,1.3
Cc1noc(C)c1NC(=O)N(C)C[C@@H]1Oc2c(NC(=O)c3ccc(-c4nccs4)cc3)cccc2C(=O)N([C@H](C)CO)C[C@@H]1C,-0.2
COc1ccccc1NC(=O)Nc1ccc2c(c1)OC[C@H](C)NC[C@H](C)[C@@H](OC)CN(C)C2=O,-0.8
Cc1noc(C)c1S(=O)(=O)Nc1ccc2c(c1)CC(=O)N([C@H](C)CO)C[C@@H](C)[C@H](CN(C)Cc1ccccc1)O2,-0.3
CC(=O)N1[C@@H]2c3ccc(/C=C/c4ccccc4)c(=O)n3C[C@H]1[C@H](CO)[C@H]2C(=O)N1CCOCC1,-4.3
C[C@H]1CCCCO[C@@H](CN(C)Cc2ccncc2)[C@@H](C)CN([C@@H](C)CO)C(=O)c2cc(NS(C)(=O)=O)ccc2O1,0.4
Cc1noc(C)c1NC(=O)N(C)C[C@@H]1Oc2ccc(NC(=O)Nc3ccc4c(c3)OCO4)cc2CC(=O)N([C@H](C)CO)C[C@@H]1C,0.6
CN(C)C(=O)c1ccc(-c2ccc3c(c2)[C@H]2[C@H](CCN2C(=O)C2CCC2)[C@H](CO)N3C)cc1,1.3
Cc1c(NC(=O)CC#N)c(=O)n(-c2ccccc2)n1C,-1.5
COc1ccc2c3c([nH]c2c1)[C@@H](CO)N(S(=O)(=O)c1ccccc1)CC31CCN(C)CC1,0.5
Cc1noc(C)c1NC(=O)N(C)C[C@H]1Oc2ccc(NC(=O)Nc3ccc4c(c3)OCO4)cc2C(=O)N([C@H](C)CO)C[C@H]1C,0.0
CO[C@@H]1CN(C)C(=O)c2cc(NC(=O)NC3CCCC3)ccc2OC[C@H](C)NC[C@@H]1C,-1.1
CN(C)C(=O)[C@@H]1[C@@H](CO)[C@@H]2Cn3c(ccc(-c4ccncc4)c3=O)[C@H]1N2CC1CC1,0.4
COc1ccc(CN(C)C[C@H]2Oc3ccc(NC(=O)Nc4cccc5ccccc45)cc3C(=O)N([C@H](C)CO)C[C@@H]2C)cc1,-4.4
C[C@H]1CN([C@@H](C)CO)C(=O)c2cccc(NC(=O)NC3CCCCC3)c2O[C@H]1CN(C)C(=O)Nc1ccc(F)cc1,2.2
N#C[C@H]1[C@H](c2ccc(-c3ccc(F)cc3)cc2)[C@@H](CO)N1c1nc(-c2ccccc2)cs1,0.6
Cc1ccccc1S(=O)(=O)NCC[C@@H]1CC[C@@H](NC(=O)Nc2cccc(F)c2)[C@H](CO)O1,-1.5
COc1ccc2c3c(n(C)c2c1)[C@@H](CO)N(C(=O)C1CCOCC1)CC31CCN(C(=O)C2CCOCC2)CC1,-0.6

Random excerpt: 2 records from the list
canonical_smiles,TcdB inh
Cc1noc(C)c1S(=O)(=O)Nc1ccc2c(c1)CC(=O)N([C@H](C)CO)C[C@@H](C)[C@H](CN(C)Cc1ccccc1)O2,-0.3
Cn1cnc(S(=O)(=O)N2CCCCN3[C@@H](CO)[C@@H](c4ccc(C#CC5CC5)cc4)[C@@H]3C2)c1,-1.8

(next part)
canonical_smiles,TcdB inh
Cc1ccccc1S(=O)(=O)N1CC(=O)N2[C@H](C1)[C@@H](c1ccc(C#CCC3CCCC3)cc1)[C@@H]2CO,-0.3
CNC[C@H]1Oc2c(NC(=O)Nc3ccc4c(c3)OCO4)cccc2C(=O)N([C@@H](C)CO)C[C@H]1C,-2.4
O=C(N[C@@H]1CC[C@@H](CCNC(=O)C2CCCCC2)O[C@@H]1CO)c1ccncc1,-0.7
C[C@@H](NC(=O)C[C@@H]1C=C[C@H](NC(=O)C2CC2)[C@H](CO)O1)c1ccccc1,0.3
CO[C@@H]1CN(C)C(=O)c2ccc(NC(=O)Nc3ccccc3)cc2OC[C@@H](C)NC[C@@H]1C,-0.2
C[C@@H]1CN([C@H](C)CO)C(=O)c2cccc(NC(=O)C3CCOCC3)c2O[C@@H]1CN(C)S(C)(=O)=O,1.7
C#CCN(C[C@H]1[C@H](OC(=O)Nc2c(C)noc2C)[C@H](OC(=O)Nc2c(C)noc2C)CN(C(=O)OC(C)C)N1C(=O)OC(C)C)S(=O)(=O)c1ccc(C)cc1,0.7
Cc1ccccc1S(=O)(=O)N[C@@H]1CC[C@H](CCn2cc(-c3ccc(F)cc3)nn2)O[C@H]1CO,0.7
C[C@H]1CN([C@@H](C)CO)C(=O)c2cccc(NC(=O)Nc3ccccc3)c2O[C@@H]1CN(C)Cc1ccc(Cl)c(Cl)c1,0.3
C[C@@H]1CN([C@@H](C)CO)C(=O)c2cccc(NC(=O)C3CCOCC3)c2O[C@@H]1CN(C)S(=O)(=O)c1cccs1,0.2
C[C@H](CO)N1C[C@H](C)[C@@H](CN(C)C(=O)CN(C)C)Oc2ncc(C#CCC3CCCC3)cc2C1=O,0.4
O=C(C[C@@H]1CC[C@@H](NC(=O)C2CCC2)[C@H](CO)O1)NCc1ccncc1,-0.4
CC(C)NC(=O)N1[C@H](C(=O)N2CCOCC2)[C@@H](CO)[C@@H]2Cn3c(ccc(-c4ccc(F)cc4)c3=O)[C@@H]21,0.9
CNC(=O)C[C@H]1CC[C@H]2[C@H](COc3ccc(NC(=O)c4ccc(F)c(F)c4)cc3C(=O)N2C)O1,0.2
C/C=C/c1ccc([C@@H]2[C@H](CO)N(C(=O)CC3CC3)C23CN(S(C)(=O)=O)C3)cc1,-0.6
COC(=O)C[C@@H]1CC[C@@H]2[C@@H](COc3ccc(NC(=O)C4CCOCC4)cc3C(=O)N2C)O1,-0.8
CO[C@@H]1CN(C)C(=O)c2ccc(NC(C)=O)cc2OC[C@H](C)N(C(=O)Cc2cccnc2)C[C@H]1C,0.7
CC=Cc1ccc2n(c1=O)C[C@@H]1[C@@H](CO)[C@H](C(=O)N[C@@H](C)c3ccccc3)N(C)[C@H]21 (mixture of isomers),0.0
COc1ccc2c3c([nH]c2c1)[C@@H](CO)N(C(=O)NC(C)C)CC31CCN(C(=O)C2CCCC2)CC1,-1.2
C[C@@H]1CN([C@@H](C)CO)C(=O)Cc2cc(NC(=O)Cc3cn(C)c4ccccc34)ccc2O[C@H]1CN(C)C(=O)Nc1ccc(F)cc1,-0.6
COCC(=O)Nc1ccc2c(c1)OC[C@H](C)N(C(=O)COC)C[C@H](C)[C@H](OC)CN(C)C2=O,-0.2
O=C(C[C@H]1CC[C@@H]2[C@H](COC[C@H](O)CN2C(=O)c2cccnc2)O1)NCc1ccccc1,0.0
COc1ccc(CN(C)C[C@H]2Oc3ccc(NC(=O)NC4CCCCC4)cc3C(=O)N([C@H](C)CO)C[C@H]2C)cc1,-0.5
CO[C@@H]1CN(C)C(=O)c2cc(NS(C)(=O)=O)ccc2OC[C@H](C)N(CC2CCOCC2)C[C@@H]1C,0.3

Shown with each value named: 4 of the compounds above
CC(C)NC(=O)N1[C@H](C(=O)N2CCOCC2)[C@@H](CO)[C@@H]2Cn3c(ccc(-c4ccc(F)cc4)c3=O)[C@@H]21
  TcdB inh: 0.9

CNC(=O)C[C@H]1CC[C@H]2[C@H](COc3ccc(NC(=O)c4ccc(F)c(F)c4)cc3C(=O)N2C)O1
  TcdB inh: 0.2

C/C=C/c1ccc([C@@H]2[C@H](CO)N(C(=O)CC3CC3)C23CN(S(C)(=O)=O)C3)cc1
  TcdB inh: -0.6

COC(=O)C[C@@H]1CC[C@@H]2[C@@H](COc3ccc(NC(=O)C4CCOCC4)cc3C(=O)N2C)O1
  TcdB inh: -0.8

Additional structures.
canonical_smiles,TcdB inh
O=C(C(=O)N1CCC(c2ccccc2)CC1)c1ccccc1,1.9
O=C(C[C@@H]1C[C@@H]2c3cc(NC(=O)Nc4ccccc4F)ccc3O[C@@H]2[C@@H](CO)O1)NCc1cc(F)ccc1F,-1.7
O=C(NCC1CCCCC1)[C@H]1N[C@H]2c3ccc(C4=CCCC4)c(=O)n3C[C@H]2[C@@H]1CO,-0.1
Cc1ccc(S(=O)(=O)Nc2ccc3c(c2)CC(=O)N([C@H](C)CO)C[C@@H](C)[C@@H](CN(C)S(=O)(=O)c2cn(C)cn2)O3)cc1,0.6
CO[C@@H](C(=O)N(C)C[C@H]1OCc2ccccc2-c2c(n(C)c3ccccc23)C(=O)N([C@H](C)CO)C[C@@H]1C)c1ccccc1,0.3
CCC(=O)N1[C@@H]2c3ccc(C4=CCCC4)c(=O)n3C[C@@H]2[C@@H](CO)[C@@H]1C(=O)NCc1ccccc1,0.6
CNC(=O)C[C@H]1CC[C@@H]2[C@@H](COc3ccc(NC(=O)c4cccc(OC)c4)cc3C(=O)N2C)O1,12*
